Source: PubChem BioAssay
Casp6 inh: human caspase-6 inhibitors, primary screen, biochemical, VEID-R110 fluorescence, single point, set 2. 350,000 compounds, 0.53% hits. P55212. inhibition, % at 12.5 µM. AID 686996, 2013. purified caspase-6, Z-VEID-R110 cleavage fluorescence;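 active = mean inhibition across replicates at least about 35%, with every replicate also reaching that limit, limit read from the data; inconclusive = only one of the two criteria met; inactive = neither criterion met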;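 note: 0% = median of neutral control wells and 100% = no fluorescence left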
Target sequence (P55212 24-179 limits assumed): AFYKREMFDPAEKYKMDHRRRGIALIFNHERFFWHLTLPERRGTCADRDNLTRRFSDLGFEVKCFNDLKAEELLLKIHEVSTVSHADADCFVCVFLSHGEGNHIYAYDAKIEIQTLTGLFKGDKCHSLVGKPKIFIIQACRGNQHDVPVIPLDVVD
Target sequence (P55212 194-293 limits assumed): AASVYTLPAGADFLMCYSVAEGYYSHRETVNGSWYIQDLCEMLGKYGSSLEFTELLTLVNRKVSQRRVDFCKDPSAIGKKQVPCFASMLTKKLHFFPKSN
ARNT-TACC3 inh: disruptors of ARNT/TACC3 protein interaction, primary screen, biochemical, AlphaScreen, single concentration. 390,000 compounds, 0.66% hits. AID 623870, 2012. inhibition, % at 9.99 µM. AlphaScreen His-ARNT PAS-B/GST-TACC3 binding, luminescence; TACC3 fragment carries E629A point mutation;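 active = mean inhibition of replicates at least 50% and at least half of replicates each reaching 50%; inconclusive = half or more replicates reach 50% but mean below 50%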;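 note: 0% = complete ARNT plus TACC3 wells and 100% = ARNT alone without TACC3; many hits fall short of the cut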
DENV2 CPE: inhibitors of DENV2 cytopathic effect, primary screen, cell-based, plate reader, single concentration | DENV2-infected cells, cytopathic effect rescue | CPE inhibition, % at 9.99 µM | 350,000 compounds, 1.7% hits; in the data active = CPE inhibition above about 20%, passing the limit was not always enough; inconclusive = no clear call, values can overlap the other calls; tested in BHK-21 cells;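 note: 0% = median of neutral control wells and 100% = median of positive control wells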
LGR2 inh: inhibitors of bursicon-induced LGR2 CRE-luciferase signal, primary screen, cell-based, HEK293, CRE-luciferase reporter, bursicon stimulation; inhibition, % at 9.99 µM; Drosophila bursicon receptor LGR2 (rickets); bursicon-stimulated, 4 h; AID 720647, 2013; 380,000 compounds, 0.35% hits;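 active = drop in luminescence signal, shown as inhibition above about 50% in the replicate tests, limit read from the data, passing the limit was not always enough; inconclusive = probably only some replicates passing the limit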;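 note: agonist challenge used bursicon conditioned medium at about half maximal strength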
SIRT5 block: SIRT5 desuccinylase inhibitors, primary screen, biochemical, fluorescence imaging, single point, set 5 | NAD-dependent protein deacylase sirtuin-5, mitochondrial (Homo sapiens), Q9NXA8 | Purified SirT5, succinyl-peptide AMC, trypsin-coupled fluorescence | inhibition, % at 15 µM | 330,000 compounds, 1.1% hits | AID 652115, 2013; in the data active = inhibition above about 15%; inconclusive = no clear call, values can overlap the other calls
Target sequence (Q9NXA8 whole entry, looked up): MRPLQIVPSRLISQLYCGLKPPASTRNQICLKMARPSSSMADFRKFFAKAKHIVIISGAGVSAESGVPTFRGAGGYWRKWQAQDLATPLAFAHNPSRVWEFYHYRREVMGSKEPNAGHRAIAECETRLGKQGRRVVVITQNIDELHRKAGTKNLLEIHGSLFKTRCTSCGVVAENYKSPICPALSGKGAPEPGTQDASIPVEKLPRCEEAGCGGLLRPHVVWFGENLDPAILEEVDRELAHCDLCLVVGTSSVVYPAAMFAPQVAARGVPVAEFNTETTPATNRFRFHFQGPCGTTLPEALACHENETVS
PAX8 inh HTS: inhibitors of PAX8-driven TPO luciferase reporter, primary screen, RMG-I cells, single concentration; SteadyGlo, 24 h; inhibition, % at 12.6 µM; 360,000 compounds, 1.2% hits;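 active = mean replicate inhibition at least 60% with every replicate also reaching 60%; inconclusive = only one of the two criteria is met; inactive = mean below 60% and not all replicates reaching 60%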;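 note: luciferase light reporting Pax8 driven TPO promoter activity; plate controls were median of neutral control wells for no effect and mitoxantrone controls for full effect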
EWS-Fli inh: EWS/Fli-driven NR0B1 reporter inhibitors, primary screen, A673 cells, NR0B1 luciferase, luminescence, MLPCN library; viability-normalised; inhibition, % at 12.6 µM; 350,000 compounds, 0.67% hits; AID 651661, 2012;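 active = mean inhibition of at least 50% after viability correction, with every replicate also passing that limit; inconclusive = mean reaches 50% but only one of two replicates passes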;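 note: firefly luciferase signal divided by Alamar Blue viability fluorescence both relative to DMSO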
* marks the source's active call; other numbers are inactive results.

What do the screens show for `CCOc1cc(/C=C/c2cccc[n+]2C)ccc1OCC(=O)Nc1ccc(C)cc1`?
ARNT-TACC3 inh: 8; DENV2 CPE: 17; LGR2 inh: -14; SIRT5 block: 2; PAX8 inh HTS: 74*; EWS-Fli inh: -4

What do the screens show for `COc1ccccc1NC(=O)C1=C(C)NC(=O)NC1c1cc(C)cs1` (stereo not given)?
ARNT-TACC3 inh: -12; LGR2 inh: -5; PAX8 inh HTS: 3

Results for O=C(C[C@H]1C[C@@H]2c3cc(NC(=O)Nc4ccccc4F)ccc3O[C@@H]2[C@H](CO)O1)NC1CCCCC1 ?
Casp6 inh: 4; ARNT-TACC3 inh: -2; DENV2 CPE: -3; LGR2 inh: 1; SIRT5 block: 0; PAX8 inh HTS: -9; EWS-Fli inh: -2

Results for C[C@@H]1CN([C@@H](C)CO)C(=O)c2cc(-c3cccc(F)c3)cnc2O[C@H]1CN(C)C(=O)C1CCCCC1 ?
Casp6 inh: -1; ARNT-TACC3 inh: 14; DENV2 CPE: 17; LGR2 inh: -2; SIRT5 block: 2; EWS-Fli inh: 5

How did CCCN(CC(=O)Nc1ccc(F)c(F)c1F)Cc1cc(=O)n2ccsc2n1 do in these assays?
Casp6 inh: -2; ARNT-TACC3 inh: 1; DENV2 CPE: 7; LGR2 inh: -3; PAX8 inh HTS: 19; EWS-Fli inh: 3

What do the screens show for `CCCCn1c(N)c(N(CCOC)C(=O)COC(=O)c2cc(CC)c(C)s2)c(=O)[nH]c1=O`?
Casp6 inh: 5; ARNT-TACC3 inh: -1; DENV2 CPE: -3; LGR2 inh: 3; SIRT5 block: -3; PAX8 inh HTS: -9; EWS-Fli inh: -2

Results for O=S(=O)(CCN1CCSCC1)c1ccccc1 ?
Casp6 inh: 6; ARNT-TACC3 inh: -8; DENV2 CPE: inconclusive; LGR2 inh: -4; SIRT5 block: -2; PAX8 inh HTS: -16; EWS-Fli inh: -3

How did COc1cc(OC)cc(C(=O)NCC2CCCN(C(=O)c3csc(C)n3)C2)c1 (stereo not given) do in these assays?
Casp6 inh: -2; ARNT-TACC3 inh: -9; DENV2 CPE: 12; LGR2 inh: 6; SIRT5 block: 1; PAX8 inh HTS: -9

How did CC(C)NC(=O)N(C)C[C@@H]1OCCCC[C@@H](C)Oc2ccc(NS(=O)(=O)c3ccc(Cl)cc3)cc2C(=O)N([C@H](C)CO)C[C@H]1C do in these assays?
Casp6 inh: 3; ARNT-TACC3 inh: 3; DENV2 CPE: -6; LGR2 inh: 5; SIRT5 block: 5; PAX8 inh HTS: 32; EWS-Fli inh: 7

How did COCCCN(Cc1cc(OC)c(OC)c(OC)c1)C(=S)Nc1cccc(SC)c1 do in these assays?
Casp6 inh: 6; DENV2 CPE: -3; LGR2 inh: 3; PAX8 inh HTS: 32; EWS-Fli inh: -4

Results for Nc1nonc1-n1nnc(C(=O)N/N=C/c2c(F)cccc2Cl)c1-c1ccc2c(c1)OCO2 ?
Casp6 inh: -4; ARNT-TACC3 inh: -21; DENV2 CPE: -3; LGR2 inh: 5; SIRT5 block: -2; PAX8 inh HTS: 6

Results for c1ccc2nc(SCc3cn4ccccc4n3)cnc2c1 ?
Casp6 inh: -2; ARNT-TACC3 inh: 1; DENV2 CPE: -11; LGR2 inh: -53; SIRT5 block: 0; PAX8 inh HTS: -96; EWS-Fli inh: -55

Results for CC(=O)Oc1cc2c(cc1Cl)C(c1cccs1)CC1(CC(C)(C)NC(=S)N1)O2 (stereo not given) ?
Casp6 inh: -2; DENV2 CPE: 5; LGR2 inh: -6; SIRT5 block: -1; PAX8 inh HTS: 25; EWS-Fli inh: 8

How did CCN1/C(=C/C(=S)Nc2ccccc2)Sc2ccccc21 do in these assays?
Casp6 inh: -1; ARNT-TACC3 inh: 7; DENV2 CPE: -17; LGR2 inh: 1; SIRT5 block: -4; PAX8 inh HTS: -6; EWS-Fli inh: -45

Results for Nc1nc(-c2ccccc2)c(C(=O)Nc2ccccc2)s1 ?
Casp6 inh: 2; ARNT-TACC3 inh: -5; LGR2 inh: -6; SIRT5 block: -6; PAX8 inh HTS: -9; EWS-Fli inh: 3

Results for CC(C)C[C@@H](CN1CCC[C@H]1CN1C(=O)C(=O)NC[C@@H]1Cc1ccc(O)cc1)N1C[C@H](Cc2ccccc2)N(CC2CCCCCC2)C(=O)C1=O ?
Casp6 inh: 2; DENV2 CPE: -11; LGR2 inh: 16; SIRT5 block: 2; PAX8 inh HTS: 17; EWS-Fli inh: 4

What do the screens show for `Cc1cc2nc(N3CCN(C(=O)c4ccco4)CC3)sc2cc1C`?
Casp6 inh: -6; ARNT-TACC3 inh: -3; DENV2 CPE: -7; LGR2 inh: 3; SIRT5 block: 1; PAX8 inh HTS: -221; EWS-Fli inh: -66

Results for C[C@H](CO)N1C[C@H](C)[C@@H](CN(C)C(=O)NC2CCCC2)Oc2ncc(-c3ccccc3F)cc2C1=O ?
Casp6 inh: 3; ARNT-TACC3 inh: 0; DENV2 CPE: -12; LGR2 inh: -17; SIRT5 block: 6; PAX8 inh HTS: 20; EWS-Fli inh: -10

Results for COc1ccccc1S(=O)(=O)N[C@@H]1CC[C@@H](CCNC(=O)C2CCCCC2)O[C@H]1CO ?
Casp6 inh: -3; ARNT-TACC3 inh: -10; DENV2 CPE: -4; LGR2 inh: -3; SIRT5 block: 4; PAX8 inh HTS: 6; EWS-Fli inh: 1

How did CCC(=O)N1C(C(=O)NCc2ccc(OC)cc2)CSC1c1ccc(OC)cc1 (stereo not given) do in these assays?
Casp6 inh: 3; ARNT-TACC3 inh: -2; DENV2 CPE: -4; LGR2 inh: 10; PAX8 inh HTS: 6; EWS-Fli inh: -5

How did CCN1CCN(c2nc(NCCO)c3ccccc3n2)CC1 do in these assays?
Casp6 inh: -5; ARNT-TACC3 inh: 1; DENV2 CPE: 15; LGR2 inh: 0; SIRT5 block: -7; PAX8 inh HTS: -12; EWS-Fli inh: 17

What do the screens show for `O=C(Nc1cccc(C(F)(F)F)c1)c1cccnn1`?
Casp6 inh: 1; ARNT-TACC3 inh: -9; DENV2 CPE: -4; LGR2 inh: -15; SIRT5 block: 2; PAX8 inh HTS: -14; EWS-Fli inh: -6

Results for CCCCn1c(N)c(N(CC(C)C)C(=O)C2CC(=O)N(Cc3ccccc3)C2)c(=O)[nH]c1=O (stereo not given) ?
Casp6 inh: -2; ARNT-TACC3 inh: -11; DENV2 CPE: 17; LGR2 inh: 18; SIRT5 block: -1; EWS-Fli inh: 2

How did CC(C)CC#Cc1ccc2c(c1)O[C@@H](CN(C)Cc1ccncc1)[C@@H](C)CN([C@H](C)CO)S2(=O)=O do in these assays?
Casp6 inh: 0; ARNT-TACC3 inh: 14; DENV2 CPE: 0; LGR2 inh: 5; SIRT5 block: 7; PAX8 inh HTS: 31; EWS-Fli inh: 20

What do the screens show for `CC1(C)Cc2c(sc3nc(C4CC4)n(N)c(=O)c23)CO1`?
Casp6 inh: 5; ARNT-TACC3 inh: 0; DENV2 CPE: 6; SIRT5 block: -2; PAX8 inh HTS: 5; EWS-Fli inh: -5

What do the screens show for `O=C(NCCC1=CCCCC1)C1CC(=O)N(Cc2ccccc2)C1` (stereo not given)?
Casp6 inh: -83; ARNT-TACC3 inh: -5; DENV2 CPE: 17; LGR2 inh: 4; SIRT5 block: -2; PAX8 inh HTS: -4

What do the screens show for `COc1ccc(NC(=S)NNc2ccc([N+](=O)[O-])cc2S(=O)(=O)Nc2ccc(C)cc2C)cc1`?
Casp6 inh: 10; ARNT-TACC3 inh: 16; DENV2 CPE: -9; LGR2 inh: 10; SIRT5 block: -2; PAX8 inh HTS: 12; EWS-Fli inh: -1

What do the screens show for `COc1cccc(NC(=O)N(C)C[C@H]2Oc3cc(-c4ccccc4F)ccc3S(=O)(=O)N([C@H](C)CO)C[C@@H]2C)c1`?
Casp6 inh: 3; ARNT-TACC3 inh: 1; DENV2 CPE: 3; LGR2 inh: -14; SIRT5 block: 5; EWS-Fli inh: 17

What do the screens show for `CCC1C(=NO)C(CC)C(c2ccccc2)NC1c1ccccc1` (stereo not given)?
Casp6 inh: -7; ARNT-TACC3 inh: 3; DENV2 CPE: inconclusive; LGR2 inh: 37; SIRT5 block: 2; PAX8 inh HTS: 24; EWS-Fli inh: 10

How did CNc1nc2c(c(=O)[nH]c(=O)n2C)n1CCCc1ccccc1 do in these assays?
Casp6 inh: -4; ARNT-TACC3 inh: -4; DENV2 CPE: -3; LGR2 inh: -5; SIRT5 block: -1; PAX8 inh HTS: 2; EWS-Fli inh: 9

Results for Cc1ccc(S(=O)(=O)Nc2ccc3c(c2)C(=O)N([C@H](C)CO)C[C@H](C)[C@@H](CN(C)S(=O)(=O)c2ccc(Cl)cc2)OCCCC[C@H](C)O3)cc1 ?
ARNT-TACC3 inh: -3; DENV2 CPE: 37*; LGR2 inh: 22; PAX8 inh HTS: 95*; EWS-Fli inh: 18

Results for O=C(c1ccc(Cl)cc1)N1CCn2c1nc1ccccc12 ?
Casp6 inh: -4; ARNT-TACC3 inh: -5; DENV2 CPE: 0; LGR2 inh: -53; SIRT5 block: -3; PAX8 inh HTS: -88; EWS-Fli inh: -62

Results for O=C(CCNC(=O)c1ccco1)NCCc1ccc(Cl)cc1 ?
Casp6 inh: -2; ARNT-TACC3 inh: 1; DENV2 CPE: -1; LGR2 inh: 0; SIRT5 block: 0; PAX8 inh HTS: 3

How did CC1CCN(CCCn2c(=S)[nH]c3c(sc4ccc([N+](=O)[O-])cc43)c2=O)CC1 do in these assays?
Casp6 inh: -10; ARNT-TACC3 inh: 1; DENV2 CPE: -6; LGR2 inh: -4; SIRT5 block: -1; PAX8 inh HTS: -12; EWS-Fli inh: -41

How did Cc1ccc(O)c(C(=O)c2cnn(C(=O)COc3ccc(Cl)cc3)c2)c1 do in these assays?
ARNT-TACC3 inh: -70; LGR2 inh: 16; PAX8 inh HTS: 9

How did CC1(C)CC(=O)C=C(Nc2ccc(F)cc2)C1 do in these assays?
Casp6 inh: -3; ARNT-TACC3 inh: 2; DENV2 CPE: 0; LGR2 inh: 3; SIRT5 block: -4; EWS-Fli inh: 1

Results for COc1cccc(OC)c1NC(=O)c1nc2c(nnn2Cc2ccccc2Cl)c(=O)[nH]1 ?
Casp6 inh: 2; ARNT-TACC3 inh: 0; DENV2 CPE: 3; LGR2 inh: 5; SIRT5 block: 5; PAX8 inh HTS: 6; EWS-Fli inh: -7

Results for CCCOc1ccc(C(=O)NCCC(=O)NCCCC(=O)O)cc1 ?
Casp6 inh: 2; ARNT-TACC3 inh: -15; DENV2 CPE: 8; LGR2 inh: 1; SIRT5 block: 1; PAX8 inh HTS: 1; EWS-Fli inh: 0

Results for O=C(C1CCOCC1)N1CC(=O)N2[C@@H](CO)[C@H](c3ccc(/C=C/c4ccccc4)cc3)[C@@H]2C1 ?
Casp6 inh: 4; DENV2 CPE: -7; LGR2 inh: -9; SIRT5 block: 0; PAX8 inh HTS: -12; EWS-Fli inh: -5

What do the screens show for `CC(C)NC(=O)N1[C@H](C#N)[C@H](c2ccc(C#CC3CCCC3)cc2)[C@@H]1CO`?
Casp6 inh: 1; DENV2 CPE: -2; LGR2 inh: 9; SIRT5 block: 2; EWS-Fli inh: -2

Compounds from the list above containing a nitro group on carbon (2):
What do the screens show for `COc1ccc(NC(=S)NNc2ccc([N+](=O)[O-])cc2S(=O)(=O)Nc2ccc(C)cc2C)cc1`?
Casp6 inh: 10; ARNT-TACC3 inh: 16; DENV2 CPE: -9; LGR2 inh: 10; SIRT5 block: -2; PAX8 inh HTS: 12; EWS-Fli inh: -1

How did CC1CCN(CCCn2c(=S)[nH]c3c(sc4ccc([N+](=O)[O-])cc43)c2=O)CC1 do in these assays?
Casp6 inh: -10; ARNT-TACC3 inh: 1; DENV2 CPE: -6; LGR2 inh: -4; SIRT5 block: -1; PAX8 inh HTS: -12; EWS-Fli inh: -41

Rows were taken by chance; overall some 4.9% were active at least once.
